# From PubChem BioAssay
# OX1R FRET antag: blocks the human orexin 1 receptor; O43613; OX1R-expressing cells, FRET antagonist read-out; inhibition, % at 6.6 µM; 330,000 tested, 1.8% active; AID 485270; in the data active = inhibition mostly above about 38%, no sharp cut-off; inactive = mostly below about 40%;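 note: 0% = agonist challenge alone and 100% = reference antagonist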
# KCNQ2 block: KCNQ2 potassium channel inhibitors, primary screen, cell-based, CHO-K1, FluxOR thallium flux, B-score (AID 2156); O88943; 20 min; active compounds read low; B-score at 10 µM; 310,000 tested, 1.1% active;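 active = fluorescence ratio B-score at most minus 3 library SDs, with starting brightness B-score within 2 library SDs, cut at about -5.5 in these data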
# Target sequence (O88943 whole entry, looked up): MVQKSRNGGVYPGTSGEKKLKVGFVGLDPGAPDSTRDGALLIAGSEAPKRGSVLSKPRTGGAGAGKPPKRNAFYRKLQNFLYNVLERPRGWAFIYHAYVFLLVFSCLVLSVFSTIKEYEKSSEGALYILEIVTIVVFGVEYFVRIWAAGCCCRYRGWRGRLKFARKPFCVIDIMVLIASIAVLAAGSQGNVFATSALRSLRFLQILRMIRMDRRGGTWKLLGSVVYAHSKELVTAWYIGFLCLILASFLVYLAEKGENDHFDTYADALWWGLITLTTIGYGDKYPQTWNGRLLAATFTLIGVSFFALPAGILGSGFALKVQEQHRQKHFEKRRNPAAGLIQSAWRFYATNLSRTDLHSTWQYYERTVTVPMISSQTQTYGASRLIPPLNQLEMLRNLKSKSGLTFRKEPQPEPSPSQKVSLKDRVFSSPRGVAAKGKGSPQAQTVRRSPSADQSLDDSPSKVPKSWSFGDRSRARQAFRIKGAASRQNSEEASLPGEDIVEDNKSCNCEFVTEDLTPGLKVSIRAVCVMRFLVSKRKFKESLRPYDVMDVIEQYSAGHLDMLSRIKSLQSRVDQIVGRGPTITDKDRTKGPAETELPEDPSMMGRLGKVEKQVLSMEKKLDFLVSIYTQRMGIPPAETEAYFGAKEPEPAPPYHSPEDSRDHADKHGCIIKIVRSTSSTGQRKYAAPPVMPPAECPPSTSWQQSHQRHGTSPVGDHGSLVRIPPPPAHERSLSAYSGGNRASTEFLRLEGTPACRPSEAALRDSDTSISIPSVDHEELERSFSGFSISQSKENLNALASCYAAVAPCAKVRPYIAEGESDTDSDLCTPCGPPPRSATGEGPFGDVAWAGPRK
# STK33 kinase inh: blocks human STK33 kinase activity | Q9BYT3 | purified STK33, MBP phosphorylation, ADP-Glo luminescence | inhibition, % at 10 µM | 320,000 tested, 0.073% active | AID 2661;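 active = inhibition at or above 25%, using the most active replicate where run in duplicate; inactive = inhibition below 25%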
# * hit, by the source's call; i = inactive; . = not tested or not shown.
OX1R FRET antag,KCNQ2 block,STK33 kinase inh,SMILES
13.0,i,-0.3,CCOC(=O)C1=C(O)C(Nc2nc3ccccc3s2)(C(F)(F)F)N=C1C (stereo not drawn)
-10.4,i,-0.8,O=C(Nc1ccc(S(=O)(=O)N2CCOCC2)cc1)c1ccccc1
12.1,i,-0.9,COCCNC(=S)N(CCCO)Cc1cc2cc3c(cc2[nH]c1=O)OCCO3
13.5,i,-1.6,COc1cc(OC)c(NC(=O)[C@@H]2CCC(=O)N2C2OC(=O)c3c2ccc(OC)c3OC)cc1Cl (stereo partly drawn)
5.9,i,-1.8,Cc1ccc(C(=O)NCC(=O)OCC(=O)c2ccc(Cl)s2)cc1
40.8,i,-1.1,Cc1ccc2c(c1)COc1c3ccc(C(=O)O)cc3nn1-2
7.8,i,2.2,O=C(Nc1nnc(C2=COCCO2)o1)c1ccc(F)cc1
9.7,i,-1.9,O=C(COC(=O)CCS(=O)(=O)c1ccccc1)NC(=O)c1ccc(OC(F)F)cc1
-1.5,.,0.8,COc1ccc(CNC(=O)COC(=O)c2ccc(Br)o2)cc1
12.2,i,-1.6,Clc1ccc2nc(N3CCCCC3)sc2c1
-1.2,i,-0.2,CCN(Cc1ccccc1)C(=O)Cn1cc(S(=O)(=O)NC)c(S(=O)(=O)NC)c1
3.6,i,-0.3,N#C/C(=C\c1ccc(F)cc1)C(=O)Nc1ccccn1
10.2,i,-0.4,CCCCCOC(=O)CSc1n[nH]c(=O)[nH]c1=O
25.4,i,-1.4,N#Cc1ccccc1NC(=O)CSc1nnc(-c2ccccc2)n1-c1ccccc1
29.4,i,0.4,O=C(Nc1ccc(N2CCOCC2)cc1)c1cccc(S(=O)(=O)N2CCC(Cc3ccccc3)CC2)c1
18.8,i,-1.2,[O-]/C(=C(\C(=S)Nc1cccc2ccccc12)[n+]1ccccc1)c1ccc2c(c1)OCCO2
33.2,i,-2.5,COc1ccc(C(=O)N/C(=C\c2cccc([N+](=O)[O-])c2)C(=O)Nc2cccc(C(=O)O)c2)cc1
22.9,i,.,CCOC(=O)C(C)N1C(=O)S/C(=C/c2cc(C)n(-c3ccncc3)c2C)C1=O (stereo not drawn)
17.6,i,-1.1,CCC(C)[C@H]1CN=C(N)N1CCc1cccc2ccccc12 (stereo partly drawn)
0.3,.,0.6,CC(C)(C)OC(=O)NCc1ccc(CNC(=O)c2nc[nH]c2C(=O)N2CCN(C(=O)OC(C)(C)C)CC2)cc1
5.1,i,.,Cc1ccc(N(CC(=O)N2CCCC2)S(C)(=O)=O)c(C)c1
31.7,i,-2.1,CN(C)CCNC(=O)C(=O)c1c(-c2ccccc2)cc2ccccn12
4.8,i,-0.6,c1ccc(Cn2nnnc2C(c2cccs2)N2CCc3ccccc3C2)cc1 (stereo not drawn)
-12.3,i,-0.2,CSCCC(NC(=O)COc1ccccc1)C(=O)N1CCN(C(C)=O)CC1 (stereo not drawn)
2.5,i,0.7,COC(=O)c1ccc(S(=O)(=O)N2C3CCC2CC(NC(=O)NC2CCCCC2)C3)cc1 (stereo not drawn)
15.9,i,-0.3,CN(Cc1ccc(F)cc1)Cc1nc(-c2cnccn2)no1
6.1,i,-2.8,CC[C@@]12C(=O)N(c3ccccc3)C(=O)N1[C@H](c1ccc(OC)cc1)[C@@H]1C(=O)N(C(C)(C)C)C(=O)[C@@H]12
21.8,i,-0.1,CN(C)C(=S)N=Nc1[nH]c2ccccc2c1O
12.7,i,-0.1,O=C(c1ccc(CNc2c(N3CCCC3)c(=O)c2=O)cc1)N1CC=C(c2ccccc2)CC1
12.2,i,0.3,O=C(CSc1ccc2nnc(-c3ccccn3)n2n1)Nc1nccs1
7.0,i,-0.9,CC1(C)CC(=O)C(C=NCc2cccnc2)=C(O)C1
17.2,i,0.7,O=C(/C=C/c1ccncc1)c1ccc2c(c1)OCCO2
47.0,i,1.2,Cc1cccc(/C=N/NC(=O)c2c(-c3ccccc3)noc2C)c1O
-9.8,i,0.3,Nc1nc(O)c(CC(=O)O)s1
1.6,i,0.8,COc1ccc(CN2CCNC(=O)C2CC(=O)NCc2cn3ccc(C)cc3n2)c(OC)c1 (stereo not drawn)
9.7,i,-0.8,CC#CC(=O)NCC1(N(C)Cc2ccccc2)Cc2ccccc2C1
19.9,i,-0.4,CN(Cc1ccccc1)C(=O)COC(=O)/C=C/c1ccco1
21.5,i,-2.2,CN(C)CCCNC(=O)C(=O)NCC1OCCN1S(=O)(=O)c1cccs1 (stereo not drawn)
8.9,i,0.9,CCCCCCc1ccc(N2C[C@H](CCCCC)[C@@H](CC(=O)NCc3ccc(OC)cc3)C2=O)cc1
44.6,i,-0.7,COc1ccc(NC(=O)CSCC(=O)Nc2cc(Cl)ccc2N2CCCC2)cc1
9.5,i,0.9,O=c1cc(O)c2c(=O)n(C3CCCCC3)c3ccccc3c2o1
0.8,i,0.0,CCOC(=O)C1CCN(C(=O)c2sc3nc(C)nc(N4CCC(C)CC4)c3c2C)CC1
-4.5,i,1.1,Cc1ccccc1NC(=O)c1ccc2c(c1)C(=O)N(CCC(C)C)C2=O
9.3,i,0.2,CCOC(=O)C(CCCOc1cccc(OC)c1)C(=O)OCC
13.0,i,0.3,O=C(Nc1ccn(Cc2c(F)c(F)cc(F)c2F)n1)c1ccc(COc2ccc(Cl)cc2Cl)o1
3.4,i,-1.4,CCOC(=O)C1CCN(S(=O)(=O)Cc2ccccc2)CC1
12.8,i,-1.0,Cn1c(SCC(=O)NCc2ccc3c(c2)OCO3)nc2scc(-c3cccs3)c2c1=O
20.1,i,-0.4,COc1ccc(Cn2c(S(=O)(=O)CC(N)=O)nc3ccccc32)cc1[N+](=O)[O-]
18.6,i,-0.3,O=C(CSCc1c(Cl)cccc1Cl)NCc1ccco1
22.5,i,-0.5,COc1ccc(NC(=O)C(NC(C)=O)C(=O)NCc2ccccc2Cl)cc1 (stereo not drawn)

# (cont.)
OX1R FRET antag,KCNQ2 block,STK33 kinase inh,SMILES
1.3,i,-0.7,O=c1cc(O)c(-c2ccc(Cl)cc2)c(Cl)[nH]1
11.3,i,-1.0,O=C1c2cc(F)ccc2OC2(CCNCC2)C12CC(c1ccccc1)=NO2 (stereo not drawn)
5.9,i,-0.4,Cc1ccc(NC(=O)COc2ccccc2CNC(C)(C)CC(C)(C)C)cc1
4.1,i,4.0,Cc1ccc(Nc2cc(C)c3c(O)cccc3n2)cc1C
49.0,i,-1.8,COc1cc(/C=C2\SC(=O)NC2=O)ccc1Oc1ccc([N+](=O)[O-])cc1[N+](=O)[O-]
9.3,i,-0.9,CCC(C)NC(=O)C1(O)c2cc(Br)ccc2NC(=O)N1c1cccc(OC)c1 (stereo not drawn)
9.3,i,-1.5,O=C(NCCc1ccccn1)c1cccnc1Oc1ccc(Cl)cc1
6.1,i,-1.0,COc1cc(OC)cc(-c2ncc3ccccn23)c1
7.1,i,5.6,N/C(=N\OC(=O)c1ccccc1)c1ccn[nH]1
17.3,i,.,Nc1ccc(Sc2ccc([N+](=O)[O-])cc2)cc1
-0.9,i,0.3,Cn1c(SCC(=O)NCC2CCCO2)nnc1-c1ccc(S(=O)(=O)N2CCCC2)cc1 (stereo not drawn)
12.3,i,-3.9,COC(=O)c1cccc(S(=O)(=O)N2CCC(C)CC2)c1
28.9,-7.12*,1.0,Cc1ccsc1C(=O)N1CCCC(N2CCN(c3cccc(Cl)c3)CC2)C1 (stereo not drawn)
24.3,i,-2.5,N#C/C(=C\c1ccc(O)cc1)c1nc2ccccc2o1
7.0,.,-0.8,CN(CC(=O)Nc1cccc(C(F)(F)F)c1)C1=NS(=O)(=O)c2ccccc21
24.5,i,-1.1,N#C/C(=C\c1cccc(O)c1)C(=O)Nc1ccc2c(c1)OCCO2
33.7,i,-0.9,Cc1nc2cc(C(F)(F)F)ccc2n1C1CCN(CC(=O)N2CCCC2)CC1
11.5,i,-0.1,O=C(Nc1cccc(C(=O)O)c1)/C(=C\c1ccc2c(c1)OCO2)NC(=O)c1ccccc1
48.3*,i,-1.3,O=C(CN1C(=O)CSc2ccc(S(=O)(=O)N3CCOCC3)cc21)NCc1ccc(Cl)cc1
14.3,i,-0.9,COc1ccc(OCCCC(=O)Nc2nc(C)c(C(C)=O)s2)cc1
10.5,i,0.8,CCCC/C(C)=N/NC(=O)NC1CCCCC1
6.8,i,-1.0,Cc1cc(C)cc(NC(=O)CN2CCN(CCN=CC3=C(O)CC(c4ccc(Cl)cc4)CC3=O)CC2)c1 (stereo not drawn)
24.0,i,0.1,NS(=O)(=O)c1cccc(NC(=S)NCc2ccc3c(c2)OCO3)c1
21.8,i,0.8,Cc1ccc2nc(N3CCN(S(=O)(=O)c4ccc5c(c4)OCCO5)CC3)c(C#N)cc2c1
6.9,i,1.2,Cc1ccc(NC(=O)c2ccccc2N(C)S(C)(=O)=O)cc1C
4.0,i,-0.5,O=C(NCCOCc1ccc(Cl)cc1)c1ncn[nH]1
14.9,i,0.5,O=c1c(N2CCOCC2)c(N2CCOCC2)c1=O
-3.0,i,-2.2,COc1ccc2cc(C(=O)O)n(CC(=O)c3ccccc3)c2c1
27.7,i,-0.8,CCOC(=O)c1nn(-c2ccc(Cl)cc2C)ccc1=O
5.3,i,0.5,Cc1nc2nc(SCC(=O)NCCCN3CCCCCC3)nn2c(C)c1Cc1ccccc1

# An excerpt from above in order of SMILES length, highest first.
OX1R FRET antag,KCNQ2 block,STK33 kinase inh,SMILES
6.8,i,-1.0,Cc1cc(C)cc(NC(=O)CN2CCN(CCN=CC3=C(O)CC(c4ccc(Cl)cc4)CC3=O)CC2)c1 (stereo not drawn)
21.8,i,0.8,Cc1ccc2nc(N3CCN(S(=O)(=O)c4ccc5c(c4)OCCO5)CC3)c(C#N)cc2c1
14.9,i,0.5,O=c1c(N2CCOCC2)c(N2CCOCC2)c1=O
10.5,i,0.8,CCCC/C(C)=N/NC(=O)NC1CCCCC1

# New compounds follow
OX1R FRET antag,KCNQ2 block,STK33 kinase inh,SMILES
5.6,i,0.4,CCOC(=O)CC(=O)CSc1nc2ccccc2c(=O)n1-c1ccc(C(=O)N2CCOCC2)cc1
19.3,i,-0.2,COCCNC(=O)C(c1ccc(C)o1)N(C(=O)c1snc(C(N)=O)c1N)c1cc(C)cc(C)c1 (stereo not drawn)
22.0,i,-1.3,CC1=C(OC(=O)c2ccc(Br)cc2)C(C)(C)C(c2ccccc2)OC1=O (stereo not drawn)
19.2,i,1.0,O=C(NNc1cccc(Cl)n1)c1cccnc1Cl
20.3,i,-1.4,COC(=O)C1C(=O)c2c([nH]c(C(=O)OCC3CCCO3)c2C)CC1C (stereo not drawn)
19.6,i,0.6,c1ccc(C2=Nn3c(nnc3-c3ccccn3)SC2)cc1
10.1,i,0.0,COCC(C)NCc1ccc(C)cc1C (stereo not drawn)
5.7,i,-1.1,COCCNC(=O)c1cc2nc3c(c(C(F)(F)F)n2n1)CCc1ccccc1-3
18.0,i,0.1,COc1ccc(S(=O)(=O)N2CCN(C3CCCC(C)C3)CC2)cc1 (stereo not drawn)
3.6,i,-2.3,O=S(=O)(NCC1CCCO1)c1cccc(S(=O)(=O)N2CCCC2)c1 (stereo not drawn)
2.8,i,-2.8,Cc1ccc(C(=O)C(SC(C)(C)C)n2cncn2)cc1 (stereo not drawn)
10.5,i,-2.4,COC(=O)C1=C(NC(=O)c2ccccc2[N+](=O)[O-])CCS1
21.4,i,-0.3,COc1ccc(-n2cc(-c3ccc(OC)c(OC)c3)[nH]c2=S)cc1
20.4,i,-1.2,O=C(Cn1c(=O)oc2ccccc21)Nc1nc(-c2ccccc2)cs1
6.9,i,-1.3,COc1ccc(Br)cc1/C=N/N1CCN(Cc2ccccc2)CC1
7.5,i,-1.1,COc1ccccc1CNS(=O)(=O)c1csc(C(N)=O)c1
29.2,i,0.4,COC(=O)Cc1c(C)c2ccc(OCC(=O)NCc3ccc4c(c3)OCO4)cc2oc1=O
17.0,i,-0.7,O=C(c1cc([N+](=O)[O-])ccc1Cl)N1CCN(Cc2ccccc2)CC1
3.6,i,0.2,O=C(NCc1ccc(F)cc1)C(C(=O)NCc1ccc(F)cc1)c1ncc(C(F)(F)F)cc1Cl
4.2,i,-2.3,CC(NC(=O)Cc1ccccc1)C(c1ccccc1)N1CCOCC1 (stereo not drawn)

# Structural class: the entries above with a COOH group
OX1R FRET antag,KCNQ2 block,STK33 kinase inh,SMILES
40.8,i,-1.1,Cc1ccc2c(c1)COc1c3ccc(C(=O)O)cc3nn1-2
33.2,i,-2.5,COc1ccc(C(=O)N/C(=C\c2cccc([N+](=O)[O-])c2)C(=O)Nc2cccc(C(=O)O)c2)cc1
-9.8,i,0.3,Nc1nc(O)c(CC(=O)O)s1
11.5,i,-0.1,O=C(Nc1cccc(C(=O)O)c1)/C(=C\c1ccc2c(c1)OCO2)NC(=O)c1ccccc1
-3.0,i,-2.2,COc1ccc2cc(C(=O)O)n(CC(=O)c3ccccc3)c2c1

# (cont.)
OX1R FRET antag,KCNQ2 block,STK33 kinase inh,SMILES
6.4,i,-1.6,CCc1ccccc1NC(=O)c1cccs1
10.6,i,-0.8,COC(=O)Cn1c(N2CCCC2)nc2c1c(=O)n(C)c(=O)n2C
4.2,.,-1.2,CCc1nnc(NC(=O)c2ccc(OC)c(S(=O)(=O)N3CCCC3)c2)s1
8.7,i,-1.0,C=CCC(C)(NCc1ccccc1)c1ccc(C)cc1 (stereo not drawn)
9.8,i,0.2,Cc1ccc(Cl)cc1N1CCN(S(=O)(=O)c2cn(C)cn2)CC1
10.3,i,-3.9,Cc1cc(/C=C2\C(=N)N3N=C(CC(=O)N4CCOCC4)SC3=NC2=O)c(C)n1Cc1ccccc1
-3.0,.,-0.7,O=C(NN1C(=O)NC2(CCCCC2)C1=O)c1cc2ccccc2o1
